pPAFAH FP inh: pPAFAH (human) enzyme inhibition; inhibition, % at 3.39 µM; Q13093; 1.5% of 330,000 active; recombinant pPAFAH, FP-rhodamine probe fluorescence polarization; AID 463082;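 active = inhibition above the mean inhibition across the screen plus 3 SD, cut at about 25% in these data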;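 note: inhibitors block binding of the rhodamine activity-based probe so polarization drops; 0% = enzyme with DMSO and 100% = wells lacking pPAFAH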
Target sequence (Q13093 whole entry, looked up): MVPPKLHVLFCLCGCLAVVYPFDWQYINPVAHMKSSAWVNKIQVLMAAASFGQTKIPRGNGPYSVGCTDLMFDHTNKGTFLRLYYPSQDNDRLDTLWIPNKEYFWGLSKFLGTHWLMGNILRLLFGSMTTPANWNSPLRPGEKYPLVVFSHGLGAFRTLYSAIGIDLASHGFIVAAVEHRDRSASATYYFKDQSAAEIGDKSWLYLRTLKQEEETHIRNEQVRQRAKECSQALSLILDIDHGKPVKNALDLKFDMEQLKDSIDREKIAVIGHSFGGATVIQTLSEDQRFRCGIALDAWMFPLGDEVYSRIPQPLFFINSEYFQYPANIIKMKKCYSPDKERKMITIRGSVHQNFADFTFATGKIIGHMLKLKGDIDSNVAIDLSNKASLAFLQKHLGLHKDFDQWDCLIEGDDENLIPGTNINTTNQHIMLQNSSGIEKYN
PAFAH1B2 inh: PAFAH1B2 (human) inhibition; P68402; recombinant PAFAH1B2, FP-rhodamine activity probe, fluorescence polarization; inhibition, % at 3.39 µM; 1.2% of 340,000 active; AID 492953;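 active = inhibition above the mean of all tested compounds plus 3 SD, cut at about 24% in these data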;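 note: 0% = enzyme with DMSO and 100% = wells lacking PAFAH1B2; many of its hits are not listed in these tables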
LYPLA1 inh: LYPLA1 (human) inhibition in PME1 counter-screen | inhibition, % at 5.9 µM | O75608 | 0.16% of 320,000 active | recombinant LYPLA1, FP-Rh probe fluorescence polarization | AID 2174;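 active = inhibition above the mean of all tested compounds plus 3 SD, set per campaign, cut at about 14% in these data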;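 note: inhibitors block serine hydrolase probe labeling of LYPLA1 so polarization falls; 0% = enzyme with DMSO and 100% = wells lacking LYPLA1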
PME-1 primary: PME-1 (human) inhibition; Q9Y570; recombinant PME-1, FP-Rh probe fluorescence polarization; inhibition, % at 5.9 µM; 0.53% of 320,000 active; AID 2130;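 active = inhibition above the campaign mean of all compounds plus 3 SD, cut at about 26% in these data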;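 note: competitive labeling of PME-1 active site by serine hydrolase directed probe; 0% = PME-1 with DMSO and 100% = wells lacking PME-1 enzyme; inhibitors block probe labeling so polarization falls and inhibition rises; many of its hits are not listed in these tables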
Target sequence (Q9Y570 whole entry, looked up): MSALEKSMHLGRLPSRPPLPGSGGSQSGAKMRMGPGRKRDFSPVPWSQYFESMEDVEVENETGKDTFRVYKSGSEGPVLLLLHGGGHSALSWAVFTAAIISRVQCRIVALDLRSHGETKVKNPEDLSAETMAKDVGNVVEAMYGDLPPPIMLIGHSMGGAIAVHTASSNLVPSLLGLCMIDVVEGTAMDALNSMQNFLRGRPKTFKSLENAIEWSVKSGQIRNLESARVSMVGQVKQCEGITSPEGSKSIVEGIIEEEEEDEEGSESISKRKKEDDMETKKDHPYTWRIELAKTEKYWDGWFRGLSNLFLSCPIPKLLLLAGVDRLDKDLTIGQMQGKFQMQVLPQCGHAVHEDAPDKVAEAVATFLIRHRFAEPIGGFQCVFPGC
PAD4 FP inh: inhibitors of human PAD4 | recombinant PAD4, RCA probe fluorescence polarization | Q9UM07 | AID 485272 | 0.41% of 330,000 active | inhibition, % at 6.36 µM;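 active = percent inhibition above a cutoff equal to the mean of all tested compounds plus 3 SD, cut at about 15% in these data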;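 note: 0% = PAD4 with RCA probe and DMSO and 100% = probe without PAD4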
GSTO1 counter: GSTO1 inhibition, counter-screen for RBBP9 inhibitors. 1.1% of 300,000 active. inhibition, % at 5.96 µM. AID 1974. recombinant GSTO1, activity-based probe fluorescence polarization. P78417;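 active = inhibition above the campaign mean inhibition plus 3 SD, cut at about 35% in these data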;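 note: 0% = GSTO1-1 with DMSO and 100% = wells lacking GSTO1-1 enzyme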
PAFAH1B3 inh: PAFAH1B3 (human) inhibition; recombinant PAFAH1B3, FP-rhodamine probe, fluorescence polarization; inhibition, % at 3.39 µM; 0.28% of 340,000 active; AID 492972;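 active = inhibition above the screen-wide average of all tested compounds plus 3 SD, cut at about 25% in these data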;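 note: 0% = enzyme with DMSO only and 100% = wells lacking PAFAH1B3 protein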
Target sequence (Q15102 whole entry, looked up): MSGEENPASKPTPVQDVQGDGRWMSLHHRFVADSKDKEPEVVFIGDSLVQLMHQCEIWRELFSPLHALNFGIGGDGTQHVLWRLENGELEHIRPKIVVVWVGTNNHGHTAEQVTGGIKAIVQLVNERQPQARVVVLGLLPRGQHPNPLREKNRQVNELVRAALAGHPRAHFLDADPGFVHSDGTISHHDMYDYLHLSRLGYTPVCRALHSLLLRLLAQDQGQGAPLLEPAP
LYPLA2 counter: LYPLA2 (human) inhibition in PME1 counter-screen. O95372. recombinant LYPLA2, FP-Rh probe fluorescence polarization. inhibition, % at 5.9 µM. 0.38% of 320,000 active. AID 2177;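 active = inhibition above the screen-wide mean plus 3 SD, limit set per campaign, cut at about 26% in these data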;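 note: 0% = LYPLA2 with DMSO and 100% = wells lacking LYPLA2 enzyme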
PREPL inhibitor: inhibitors of human prolyl oligopeptidase-like enzyme PREPL; recombinant PREPL, fluorescence polarization activity-based probe; Q4J6C6; inhibition, % at 5.96 µM; 0.68% of 320,000 active; in the data active = inhibition above about 43%;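 note: 0% = enzyme with DMSO and 100% = wells lacking enzyme; many of its hits are not listed in these tables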
Active calls of the source: *; / = no result given.

SMILES	pPAFAH FP inh	PAFAH1B2 inh	LYPLA1 inh	PME-1 primary	PAD4 FP inh	GSTO1 counter	PAFAH1B3 inh	LYPLA2 counter	PREPL inhibitor
O=C(N/N=C/C=C/c1ccccc1)c1ccc(Br)cc1	0.8	2.7	0.8	-1.9	-2.2	1.8	5.7	2.1	5.6
COc1ccc(NC(=O)C(CCCCNC(=O)OC(C)(C)C)NC(=O)OCc2ccccc2)cc1 (centres undefined)	1.7	2.7	0.6	3.2	5.7	-2.1	7.3	-3.5	0.1
CCOC(=O)c1c(C)[nH]c(C(=O)COC(=O)c2cccnc2Cl)c1C	-3.7	1.6	/	/	-3.7	/	9.3	/	1.6
O=C(CN1C(=O)S/C(=C\c2ccccc2)C1=O)NCCCn1ccnc1	5.5	-1.6	-2.8	-4.7	-4.3	4.0	2.6	-0.6	5.5
Cc1ccc(CNC(=O)C2CCN(S(=O)(=O)c3cccs3)CC2)o1	3.5	2.8	-1.0	23.7	1.2	3.8	-2.1	-1.6	9.6
Cc1cccc(-n2c(-c3ccccc3)c[nH]c2=S)c1C	1.0	7.3	1.9	-1.1	-6.3	-5.1	-1.8	-2.7	-5.0
CCOC(=O)c1cc(CC)sc1NC(=O)C(c1ccccc1)c1ccccc1	2.1	2.6	-0.7	-6.4	-3.6	9.9	2.4	2.9	2.5
COc1ccc(OC)c(S(=O)(=O)N2CCN(Cc3ccccc3)CC2)c1	-1.0	3.4	-4.1	2.7	-7.4	3.0	3.7	-1.9	5.5
OCCC1CN(Cc2cccc3nccnc23)CCN1C1CCCC1 (centres undefined)	1.2	0.9	2.2	-1.2	-1.0	6.8	10.1	10.2	-2.9
Cc1cc(O)c(Oc2cc(C)cc(O)c2O)c(O)c1	39.1*	11.1	-7.0	3.4	-7.8	56.2*	9.6	-5.8	1.9
O=C(NCCCO)C(=O)NCC1OCCCN1S(=O)(=O)c1cccs1 (centres undefined)	-1.2	2.6	-1.4	6.1	2.3	7.8	9.8	-3.1	-2.2
O=C(c1ccccc1)N1CCN(C(=O)c2ccc([N+](=O)[O-])cc2)CC1	2.9	6.9	0.6	-3.8	0.5	0.1	1.4	-2.1	3.5
CC(NC(=O)c1ccc2c(c1)OCO2)C1CCCO1 (centres undefined)	6.4	2.6	-4.5	2.5	-2.8	4.2	12.0	-1.1	3.5
Cc1ccc(-n2c(SCc3nc4ccccc4c(=O)[nH]3)nnc2-c2ccccc2O)cc1	0.9	-3.7	-2.6	10.8	-4.3	-17.2	4.6	0.4	-0.1
O=C(N/N=C/c1ccccn1)c1ccc(Cl)c(Cl)c1	0.7	7.8	-1.9	0.0	-2.1	-6.9	6.4	0.6	11.2
OCC(O)C(O)C(O)C(O)c1nc2ccccc2[nH]1 (centres undefined)	2.1	6.4	-2.7	1.2	-0.7	6.4	7.6	-6.2	-1.1
CC(=O)NC1(C(F)(F)F)C(=O)Nc2c1c(=O)[nH]c(=O)n2Cc1ccco1 (centres undefined)	7.4	4.1	4.5	-0.8	2.0	5.4	-0.1	3.2	2.2
Cc1ccc(NC(=O)C(C)OC(=O)/C=C/c2ccccc2)cc1S(=O)(=O)N1CCOCC1 (centres undefined)	9.5	-2.8	-2.7	-5.2	-4.3	-9.9	2.3	-7.7	7.9
COc1cc(NC(=O)c2ccccc2[N+](=O)[O-])c(C(=O)O)cc1OC	-4.2	5.0	0.1	-8.8	-4.0	-53.3	7.1	-3.4	-1.0
COc1ccc(NC(=O)CN(C)C(=O)CCCN2C(=O)c3cccc4cccc(c34)C2=O)cc1	-0.7	6.3	4.5	-1.7	-1.1	4.2	3.9	-2.6	11.5
Cc1cccc(CNC(=O)c2ccc(NC(=O)C3=CSCCO3)cc2)c1	4.2	2.4	-2.3	-2.5	4.3	-3.7	1.2	6.2	-4.5
Cc1ccc2nc(C(Cl)(Cl)Cl)nc(N/N=C/c3ccncc3)c2c1	-3.1	-0.8	-6.5	-9.6	-4.2	-9.2	0.9	-9.3	-9.1
CCCn1c2ccccc2c2nnc(SCC(=O)Nc3cc(C)on3)nc21	0.4	0.2	2.4	2.6	-5.8	9.0	-2.4	-0.9	-17.8
Cc1ccc(S/C=C\C(=O)c2ccccc2)cc1	1.6	2.5	0.6	-0.7	10.4	7.2	12.3	-1.9	16.9

Structures shown so far that contain two or more sulfur atoms, in the order listed:
SMILES	pPAFAH FP inh	PAFAH1B2 inh	LYPLA1 inh	PME-1 primary	PAD4 FP inh	GSTO1 counter	PAFAH1B3 inh	LYPLA2 counter	PREPL inhibitor
Cc1ccc(CNC(=O)C2CCN(S(=O)(=O)c3cccs3)CC2)o1	3.5	2.8	-1.0	23.7	1.2	3.8	-2.1	-1.6	9.6
O=C(NCCCO)C(=O)NCC1OCCCN1S(=O)(=O)c1cccs1 (centres undefined)	-1.2	2.6	-1.4	6.1	2.3	7.8	9.8	-3.1	-2.2

Following part
SMILES	pPAFAH FP inh	PAFAH1B2 inh	LYPLA1 inh	PME-1 primary	PAD4 FP inh	GSTO1 counter	PAFAH1B3 inh	LYPLA2 counter	PREPL inhibitor
c1ccc(-c2c[n+]3c(n2-c2ccccc2)SCC3)cc1	4.3	/	3.5	1.4	3.4	-3.2	/	1.4	7.0
CCCCCC(=O)N1CCN(S(=O)(=O)c2ccc3c(c2)OCCCO3)CC1	6.4	0.7	0.6	-1.7	-2.3	8.7	0.9	-3.6	5.5
O=C(NC(c1ccccc1)c1ccccc1)N1CCN(CCO)CC1	1.3	5.7	1.4	-4.2	-3.4	-2.8	-4.0	0.4	16.4
Cc1cccc(-n2nnc3c(=O)n(Cc4ccccn4)cnc32)c1	8.6	-3.3	4.0	-3.1	-3.3	2.7	-7.3	7.1	5.9
CCOc1ccccc1OCCCC(=O)Nc1cccc(S(=O)(=O)N2CCOCC2)c1	5.0	7.2	1.2	-1.3	-3.9	/	10.5	1.6	1.1
c1ccc(Cc2nn3c(Cn4cnc5ccccc54)nnc3s2)cc1	3.1	5.4	1.9	6.3	-3.3	1.6	7.7	4.6	1.3
COc1ccc(CNC(=O)C2CCN(C(=O)c3sccc3-n3cccc3)CC2)cc1	-0.3	4.2	-7.2	-6.0	-4.7	-1.4	8.2	-4.1	7.0
CCCc1cc(=O)oc2c(C)c(OC(C)C(=O)NCc3ccccn3)ccc12 (centres undefined)	-2.3	1.8	-2.5	9.1	0.4	-4.9	3.4	-3.9	-1.8
CC(=O)NCC(=O)OCC(=O)c1ccc(C)cc1	5.5	2.5	-2.7	-4.1	0.3	0.0	0.5	0.4	0.9
CCN(CCn1cccn1)Cc1c(C(=O)N2CCCCCCC2)nc2ccc(Cl)cn12	-0.2	5.9	1.4	1.9	-2.1	0.8	6.0	6.4	18.4
O=C(OCCN=C1NS(=O)(=O)c2ccccc21)c1ccccc1F	8.3	4.8	-0.7	1.1	-7.7	-6.0	6.5	0.2	-3.8
CC(C)Cn1c(-c2csc3ccccc23)n[nH]c1=S	7.3	2.5	-2.1	1.6	1.0	3.8	7.8	-2.6	-2.5
Cc1nc2nc(C)c(CCC(=O)NCCC3=CCCCC3)c(C)n2n1	1.6	0.8	2.3	6.7	-0.3	-3.6	10.8	1.4	6.3
COCC(C)n1c(C)cc(C(=O)CN2C(=O)NC3(CCCCC3C)C2=O)c1C (centres undefined)	-5.9	0.6	3.2	-4.8	3.6	2.9	1.9	1.7	6.1
O=C(COC(=O)C1CCN(S(=O)(=O)c2cc([N+](=O)[O-])ccc2Cl)CC1)Nc1ncc(Cl)cc1Cl	23.0	7.3	-1.6	1.1	0.2	16.3	11.6	11.6	15.5
COc1ccc(C(NC(C)=O)c2cc(Cl)c3cccnc3c2O)cc1 (centres undefined)	13.0	6.6	-0.1	4.7	-2.9	-4.0	8.6	5.9	-4.0
COc1cc(NC(=O)Cn2cnc3sc(C)c(S(=O)(=O)N4CCOCC4)c3c2=O)cc(OC)c1OC	-6.2	5.5	-2.1	-2.8	-4.1	11.4	6.2	0.7	2.1
COc1cc(CNCc2ccco2)cc(OC)c1O	2.2	-3.7	-2.7	-0.9	1.5	4.6	4.1	-1.6	15.8
CCCn1c(SCC(=O)Nc2nnc(-c3ccccc3)s2)nnc1-c1ccccn1	2.4	4.1	-1.0	-3.2	-3.9	-3.1	0.5	-7.4	6.7
CN(C(=O)COC(=O)COc1ccc(Cl)cc1)C1CCCCC1	15.8	2.2	-3.1	-1.0	-6.2	-5.6	0.0	-2.2	1.9
CCn1c(COc2ccccc2)nnc1SCC(=O)Nc1cc(OC)ccc1OC	4.3	3.7	-2.0	0.4	2.1	7.0	1.2	0.2	9.7
CCOc1ncccc1C(=O)Nc1cccc(S(=O)(=O)NC2=NCCC2)c1	-1.0	1.7	1.1	0.1	-5.5	/	4.7	4.3	4.1
CCOc1ccc(/C=N/OCC(=O)NCc2ccc3c(c2)OCO3)cc1OC	-2.6	1.7	-4.5	-1.9	6.7	5.8	-6.7	-6.6	10.7
O=C(COC(=O)/C=C/c1ccc2c(c1)OCO2)NC1CC1	5.4	4.9	1.7	2.6	-2.3	9.2	-5.1	-1.0	0.8
COCCNC(=O)c1cn(C)c2ccc(S(=O)(=O)N3CCCC3)cc2c1=O	2.5	3.5	7.3	-0.2	3.7	-3.1	6.9	-0.9	-2.7
CC(=O)c1c(C)[nH]c(C(=O)OCC(=O)c2ccc(C)s2)c1C	2.3	7.5	2.5	0.3	1.6	/	10.3	11.7	-0.7
O=C(NNC(=O)c1sc2cccc(Cl)c2c1Cl)Nc1ccccc1	2.1	0.5	-0.9	-3.9	-1.0	-6.2	0.5	-5.1	-3.8
Cc1cc(C)cc(OCC(=O)N2CCc3ccccc3C2)c1	4.2	0.7	3.5	1.9	-8.6	-1.8	10.5	5.8	-1.9
COC(=O)c1ccc(COC(=O)c2ccc(S(=O)(=O)N3CCC(C)CC3)cc2)o1	4.5	1.6	3.2	-1.5	0.6	1.9	1.8	-1.1	-5.6
COC(=O)c1ccc(-c2nc(-c3cccs3)no2)cc1	0.2	4.1	-0.9	-3.3	3.4	2.7	0.6	0.2	9.3
COc1ccc(C(=O)Nc2ccc(C(=O)N3CCC(C)CC3)cc2)cc1OC	0.5	-3.5	1.4	-2.9	1.6	3.8	-0.3	12.5	-5.0
COCCCNC(=O)c1cc(Sc2ccc(F)cc2)nc2ccccc12	10.9	1.2	-4.8	3.4	3.3	-2.2	0.8	7.6	17.7
Cc1cc(C(=O)O[C@H]2[C@H](C)NS(=O)(=O)[C@H]3C[C@@H]4C=C[C@]23O4)cc([N+](=O)[O-])c1	-1.5	9.9	1.3	3.2	-1.5	/	10.1	3.0	2.9
CCN(c1ccccc1)S(=O)(=O)c1ccc(Cl)c(NC(=O)CN2CCN(C)CC2)c1	3.4	2.3	-0.9	3.4	-1.2	/	1.5	3.2	0.0
COc1cccc(-c2nnc3sc(-c4cccs4)nn23)c1	-2.9	5.7	0.5	-5.2	-1.3	-9.4	-1.1	-2.4	13.1
COc1ccc(C2OC(=O)CC2C(=O)NCc2ccc(C)cc2)cc1OC (centres undefined)	2.3	-2.3	-0.2	6.3	-5.0	4.6	-2.5	4.1	-6.6
CCCCCCNS(=O)(=O)c1ccc(OC)c(OC)c1	2.4	2.9	-1.7	2.5	1.0	14.8	9.4	11.1	-11.2
Cc1nn(Cc2cccc(F)c2)c(C)c1NC(=O)c1c([N+](=O)[O-])c(C)nn1C	-0.5	-0.8	-0.7	-2.4	6.1	-0.5	5.5	4.1	1.5
CC(NC(=O)NC(=O)c1ccc(Cl)cc1Cl)C1CC1 (centres undefined)	5.6	-4.5	-0.1	1.0	0.9	2.7	0.4	7.9	2.5
Cc1cc(C(=O)N/N=C/c2ccc(O)c([N+](=O)[O-])c2)n[nH]1	1.5	7.8	-4.9	3.7	-0.8	6.6	12.9	-3.5	9.9

Some of the compounds tested (hit frequency here may not be typical).
